Compound activity as filed in PubChem BioAssay.
Vif-APOBEC3F blk: blocks the Vif interaction with APOBEC3F. Potency, µM (top dose mostly 46.1 µM), for inactives: at the highest dose activity, negative = active. hit rate 0.2% among 390,000. HeLa A3F-eYFP + Vif (tagged APOBEC3F with the HIV-1 protein that degrades it), YFP fluorescence increase; further: potency means the concentration at half of the fitted maximal effect; % of control where 0% means no effect; nearly all actives have a fitted effect of over 65% in size
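HeLa cells stably expressing A3F-eYFP plus Vif, plated and incubated overnight at 37 deg C, then exposed to compounds overnight at 37 deg C. Blocked degradation read as raised yellow fluorescence (Ex 488/Em 500-530).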
USP1 inh: USP1/UAF1 (human) deubiquitinase inhibition; O94782; recombinant USP1/UAF1, Ub-Rhodamine cleavage fluorescence; Potency, µM (titrated, usually from 57.1 µM), for inactives: at the top dose activity change, negative = inhibition, actives largely listed as inhibitors; hit rate 0.23% among 390,000; AID 743255; further: potency means the concentration at half of the fitted maximal effect; on the % scale 0 is the no-effect control and ±100 the full control effect; nearly all actives have a fitted effect of over 60% in size; inactives centre near -12
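High-throughput fluorogenic screen: 1nM USP1/UAF1 complex, Ub-Rho substrate 150nM final, 50mM HEPES pH 7.8 with 0.5mM EDTA, 0.1 mg/ml BSA, 1mM TCEP and 0.01% Tween-20.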
TrxR1 substrate: rat thioredoxin reductase 1 substrate activity | AID 588456 | purified TrxR1 substrate turnover, NADPH consumption readout | Potency, µM (highest dose often 114 µM), for inactives: at the highest dose activity change, negative = substrate turnover | O89049 | hit rate 0.01% among 390,000; further: potency means the concentration at half of the fitted maximal effect; on the % scale 0 is the no-effect control and ±100 the full control effect; nearly all actives have a fitted effect of over 50% in size
Target sequence (O89049 whole entry, looked up): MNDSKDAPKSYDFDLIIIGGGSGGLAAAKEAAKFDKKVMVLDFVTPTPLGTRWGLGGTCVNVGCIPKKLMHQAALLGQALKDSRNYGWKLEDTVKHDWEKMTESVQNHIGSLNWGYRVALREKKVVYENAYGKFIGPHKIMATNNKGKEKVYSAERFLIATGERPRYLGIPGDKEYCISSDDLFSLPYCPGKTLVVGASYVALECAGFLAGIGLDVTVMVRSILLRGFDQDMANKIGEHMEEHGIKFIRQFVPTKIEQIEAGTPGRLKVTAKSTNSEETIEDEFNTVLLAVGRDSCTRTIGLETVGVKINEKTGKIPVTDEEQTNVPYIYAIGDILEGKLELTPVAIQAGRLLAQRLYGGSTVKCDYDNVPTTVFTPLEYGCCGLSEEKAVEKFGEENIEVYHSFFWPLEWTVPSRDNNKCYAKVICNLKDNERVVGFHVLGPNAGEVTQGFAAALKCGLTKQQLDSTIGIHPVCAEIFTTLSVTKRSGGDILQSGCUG
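Rat TrxR1, dispensed at 90 nM, was prereduced with 400 uM NADPH (final) for 5 min at ~22 deg C, then incubated with compound 15 min before 400 uM selenite. A first-read NADPH fluorescence drop versus no-compound background flagged substrates.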
mIDH1 inhibitor: human IDH1 R132H inhibition; hit rate 0.093% among 390,000; Potency, µM (series often up to 76.6 µM), for inactives: at the top dose activity change, negative = inhibition, hits mostly inhibitors; O75874; IDH1-R132H enzyme, NADPH consumption, diaphorase/resazurin fluorescence; further: potency means the concentration at half of the fitted maximal effect; on the % scale 0 is the no-effect control and ±100 the full control effect; nearly all actives have a fitted effect of over 65% in size
Target sequence (O75874 whole entry R132H, stated change not applied): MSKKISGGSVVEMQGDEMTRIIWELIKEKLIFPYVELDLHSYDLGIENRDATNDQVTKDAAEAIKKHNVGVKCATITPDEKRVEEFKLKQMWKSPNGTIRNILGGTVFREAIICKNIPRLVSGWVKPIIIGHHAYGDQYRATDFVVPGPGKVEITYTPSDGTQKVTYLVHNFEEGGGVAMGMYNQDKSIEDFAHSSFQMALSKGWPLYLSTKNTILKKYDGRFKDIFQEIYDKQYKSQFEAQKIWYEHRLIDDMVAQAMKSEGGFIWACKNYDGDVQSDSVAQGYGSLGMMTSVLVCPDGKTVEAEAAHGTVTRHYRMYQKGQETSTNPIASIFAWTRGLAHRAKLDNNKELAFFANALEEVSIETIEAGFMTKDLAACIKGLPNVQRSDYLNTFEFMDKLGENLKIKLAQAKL
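IDH1-R132H (0.5 ug/mL dispensed) in pH 7.5 Tris buffer was preincubated 30 min with compound, then given a substrate mix of 0.016 mM NADPH and 2 mM alpha-KG for 80 min at room temperature; remaining NADPH was read by diaphorase/resazurin fluorescence.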
LDHA block: blocks human lactate dehydrogenase A | P00338 | hit rate 0.15% among 480,000 | purified LDHA, NADH/diaphorase-resazurin fluorescence; active compounds read low | activity change, % (values are at about 110 or 230 µM); in the data active means activity change below about -30%; inconclusive means mostly about -25% to -30%;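 further: plate controls were DMSO wells for no effect and wells without enzyme for full effect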
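Human LDH5 (2 nM) was incubated with 0.06 mM NADH and 0.2 mM pyruvate for 5 min at room temperature in Tris pH 7.4. Remaining NADH was coupled through diaphorase/resazurin, and resorufin fluorescence was read at 0 and 20 min.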
Glioma ERSR ind: ER stress response induction in glioma; U87-MG GRP78 promoter luciferase reporter, 16 h; hit rate 0.02% among 420,000; Potency, µM, without a hit: at the top dose activation, actives largely listed as activators; further: potency means the concentration at half of the fitted maximal effect; series mostly up to about 76 µM; % of control where 0% means no effect; nearly all actives have a fitted effect of over 35% in size
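ERSR induction read as luciferase luminescence (Bright-Glo, 10 min at room temperature) in stably transfected human U87-MG glioma cells exposed to compounds for 16 h, using GRP78 as sensor.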
RGS4 inhibitor: inhibitors of human regulator of G protein signaling 4; Transcreener GDP fluorescence polarization, RGS4-accelerated GTP hydrolysis; hit rate 0.039% among 390,000; P49798; Potency, µM (doses to about 114 µM), for the others: top-dose activity change, negative = inhibition, most hits filed as inhibitors; further: potency means the concentration at half of the fitted maximal effect; on the % scale 0 is the no-effect control and ±100 the full control effect; nearly all actives have a fitted effect of over 75% in size; some results filed as inactive show a strong effect at the top dose
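MLSMR compounds (23 nl, pin-transferred) preincubated 10 min at room temperature with a 500nM (2x) first reagent, then RGS4 at 900nM (2x) plus Transcreener GDP mix added; fluorescence polarization (620/688 nm) read before and after 90 min at 30 °C.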
TrxR1 inh: blocks rat thioredoxin reductase 1; recombinant rTrxR1, NADPH fluorescence consumption, selenite substrate; Potency, µM (series often up to 114 µM), inactives show at the highest dose activity change, negative = inhibition, usual class: inhibitors; hit rate 1% among 390,000; AID 588453; further: potency means the concentration at half of the fitted maximal effect; on the % scale 0 is the no-effect control and ±100 the full control effect; nearly all actives have a fitted effect of over 65% in size
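Rat TrxR1 (90 nM in the dispensed reagent) was pre-reduced with 400 uM NADPH for 5 min at room temperature, then incubated with compound for 15 min. After 400 uM selenite was added, NADPH fluorescence (Ex 340/Em 450 nm) was followed for 8 min.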
Vif-A3G inh: inhibitors of Vif-APOBEC3G interaction. Potency, µM (doses to about 46.1 µM), for inactives: at the highest dose activity, negative = active, most hits filed as inhibitors. HeLa A3G-eYFP + Vif (tagged APOBEC3G with the HIV-1 protein that degrades it), YFP fluorescence, overnight. hit rate 0.076% among 410,000;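 further: potency means the concentration at half of the fitted maximal effect; on the % scale 0 is the no-effect control and ±100 the full control effect; nearly all actives have a fitted effect of over 60% in size; hits raise eYFP signal because A3G escapes Vif-driven loss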
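Read-out is eYFP fluorescence (Ex 488/Em 500-530) from Vif-expressing HeLa A3G-eYFP cells; more signal means A3G escaped Vif-mediated degradation. Cells plated overnight, compound pinned in, incubated overnight at 37 deg C.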
Numbers without * were called inactive; ? = inconclusive; . = no result given; & = joins results of further samples; [ ] = another dose, or the depositor's remark. Unless noted, the call rests on the fitted dose curve; in most records, active means well fitted curve in the direction sought with a large enough effect; inconclusive means small, poorly fitted or top-dose-only effect, or another doubt; inactive means no such curve, though single readings can be large; an effect the other way counts as inactive or inconclusive. The list is partial, so the mix of outcomes need not match the whole.

SMILES,Vif-APOBEC3F blk,USP1 inh,TrxR1 substrate,mIDH1 inhibitor,LDHA block,Glioma ERSR ind,RGS4 inhibitor,TrxR1 inh,Vif-A3G inh
COc1ccc(-c2c(C)c3cc(OC(=O)N4CCOCC4)ccc3oc2=O)cc1OC,-2%,-3%,-2%[57.1 µM],4%,-2,-2%,-6%,-1%[57.1 µM],5%
CCOC(=O)c1cnc(-c2ccccc2)nc1-c1ccccc1,0%,-18%,0%,0%,3,2%,-20%,28%,-11%
CSc1cccc(NS(=O)(=O)c2cn(C)cn2)c1,-3%,-3%,-4%,9%,-6,-5%,0%,50µM*,4%
O=C(NCCN1CCOCC1)C1CCN(S(=O)(=O)N2CCCC2)CC1,4%,-23%,-2%[57.1 µM],-14%,-6,-3%,-8%[56.9 µM],-9%[57.1 µM],0%
CN(CC(=O)Nc1cccc(F)c1)C(=O)C1CC(=O)N(Cc2ccco2)C1 (stereo not drawn),1%,-11%,-5%,-1%,-3,-2%,-6%,1%,0%
CC1NC(=O)c2cccnc2-n2c1nc1cc(F)c(F)cc1c2=O (stereo not drawn),-10%,-19%,.,-1%,-6,-5%,.,.,1%
COCCN=C1Sc2nc3ccc(C)cc3cc2CN1Cc1cccs1,-8%,-26%,-14%[57.1 µM],9%,8,2%,-30%,-48%,-4%
CCOC(=O)C1CCCN(S(=O)(=O)c2ccc3c4c(cccc24)C(=O)N3CC)C1 (stereo not drawn),-11%,-9%,52%[activator],-3%,0,-2%,16%,30%,0%
CC(=O)N1C(=O)/C(=C2\SC(=S)N(NS(=O)(=O)c3ccc(C)cc3)C2=O)c2ccccc21,1%,?,5%,-2%,0,-5%,-7%[11.4 µM],?,4%
COc1ccc(OCC(=O)N(Cc2ccc(C)o2)C2CCS(=O)(=O)C2)cc1 (stereo not drawn),2%,-4%&-31%,-1%&-7%,-18%,-4&-1,-5%,9%&-3%,-22%&-17%,1%
CSc1nc2cc3c(cc2n1C(=O)c1ccc(C)cc1)OCCO3,-7%,2%,2%,0%,-3,1%,-25%,1%,0%
COc1ccc(Nc2nc3ccccc3nc2NS(=O)(=O)c2cccs2)c(OC)c1,?,?,-5%,4%,1,-2%,-10%,-9%,?
COc1ccc(/C=N/OC/C(O)=C(\C#N)c2nc3ccccc3[nH]2)cc1,-7%,-17%,1%,4%,-10,-3%,16%,11%,2%
CCN(CC)CCN(Cc1cc2ccc(C)c(C)c2[nH]c1=O)C(=S)NCc1ccco1,11%,-6%,6%[57.1 µM],-7%,-5,-5%,-23%,-6%[57.1 µM],-8%
Cc1cccc(OCc2nnc(SCC(=O)N(C(C)C)C(C)C)n2Cc2ccco2)c1C,-11%,-12%,-5%,2%,6,0%,-27%,?,-2%
COc1ccc(C(=O)N2CC3(CC(c4cccc(NC(=O)CC(c5ccccc5)c5ccccc5)c4)=NO3)C[C@H]2C(N)=O)cc1 (stereo partly drawn),7%,-26%,-9%[57.1 µM],6%,4,-3%,-33%,10%[57.1 µM],-7%
CC(=O)Oc1ccc(-c2cccc(C(=O)NCCO)c2)cc1,2%,-12%,4%,3%,-8,-1%,2%,9%[57.1 µM],3%
CCOC(=O)CSc1nc2cc(OC)c(OC)cc2cc1C#N,.,.,2%,.,0,3%,-26%,20%,0%
Cc1c(NC(=O)C2Cc3ccccc3CN2C(=O)c2ccco2)c(=O)n(-c2ccccc2)n1C (stereo not drawn),2%,-20%,-2%,2%,-3,-5%,-5%[11.4 µM],-16%,1%
Cc1ccc(OCCOCCn2cnc3ccccc3c2=O)c([N+](=O)[O-])c1,-10%,-9%,-8%,1%,-7,-1%,16%,-7%,1%

SMILES,Vif-APOBEC3F blk,USP1 inh,TrxR1 substrate,mIDH1 inhibitor,LDHA block,Glioma ERSR ind,RGS4 inhibitor,TrxR1 inh,Vif-A3G inh
COc1ccc(-c2cn3cc(C)ccc3n2)cc1OC,-2%,-18%,306%[activator],15%,-2,-8%,-6%,-34%,-7%
Fc1ccc(C2=CC(c3ccco3)n3nnnc3N2)cc1 (stereo not drawn),0%,-29%,12%,14%,-6,-2%,-10%,-2%,-13%
O=C(COC(=O)CNC(=O)c1cccc([N+](=O)[O-])c1)Nc1nc2ccccc2s1,-13%,-4%,-6%,4%,-5,-3%,-6%,-7%,-3%
COc1ccc(C)cc1NC(=O)CCN1CCN(C/C=C/c2ccccc2)CC1,-3%,-10%,3%,1%,-6,-4%,5%,13%,1%
COCCn1c(=N)c(S(=O)(=O)c2ccc(F)cc2)cc2c(=O)n3ccccc3nc21,5%,-23%,91%[activator],0%,-10,-4%,-10%[56.9 µM],47%[activator],-4%
CN(C)CCn1c2c(c(SCC(=O)Nc3ccc4c(c3)OCCO4)nc1=O)CCCC2,2%,-12%,1%,0%,0,-1%,-6%,8%,-2%
CCc1nn(CC(=O)Nc2cccc(C(C)=O)c2)c(=O)c2cc3sccc3n12,5%,-27%,2%,-17%,-12,-3%,-6%,16%,0%
COc1cc(OC)cc(N2C(=O)N(Cc3ccc(C(C)(C)C)cc3)c3ccccc3S2(=O)=O)c1,2%,-19%,8%[57.1 µM],3%,-3,-2%,9%,29%[57.1 µM],2%
COCCNC(=O)/C(C#N)=C/c1c(N2CCN(c3ccc(OC)cc3)CC2)nc2c(C)cccn2c1=O,4%,-24%,92%[activator],12%,-1,-3%,-11%[56.9 µM],4%,-6%
C#CCOCCOCCOCCNc1nc(N2CCN(C(=O)[C@H]([C@@H](C)CC)n3cc([C@@H](N)Cc4ccc(O)cc4)nn3)CC2)nc(N2CCN(C(=O)[C@H]([C@@H](C)CC)n3cc([C@@H](N)Cc4ccc(O)cc4)nn3)CC2)n1,0%,-22%,-3%,-6%,-3,-4%,0%,10%,0%
O=C1CC(c2ccc(F)cc2)Cc2nc(N3CCN(c4ccccc4)CC3)ncc21 (stereo not drawn),3%,-5%,20%[57.1 µM],4%,-5,3%,17%,39%[activator][57.1 µM],0%
O=C(Nc1nc2ccccc2n1CCN1CCOCC1)c1ccc(COc2ccccc2Br)o1,-6%,-14%,4%[57.1 µM],14%,-6,1%,-3%,11%[57.1 µM],1%
Cc1ccc(CSc2nnc(-c3cccs3)n2C)cc1,2%,-4%,12%,4%,-6,1%,9%,21%,-1%
CC1(C)CCc2c([nH]c3ccccc3c2=O)O1,-4%,13%,-6%,-1%,-8,-3%,17%,3%,2%
COc1ccc(N2CCN(C(=O)c3c(C)oc4nc(C)nc(N5CCCC5)c34)CC2)cc1,5%,-18%,-2%,14%,5,-2%,8%,4%,4%
COc1ccc(C(=O)N/N=C(\C)Cn2cnc([N+](=O)[O-])n2)cc1,-9%,-17%,-1%,1%,7,3%,7%,-8%,-4%
N#Cc1c(NC(=O)CSc2nc3ccccc3c(=O)n2Cc2ccco2)sc2c1CCCC2,4%,-22%,7%,4%,-3,-7%,-27%,-11%,1%
Cc1nn(CC(=O)NCc2ccccc2)c(=O)c2ccccc12,-3%,-5%,8%[57.1 µM],0%,-7&-5,-2%,-6%,12%,-1%
COc1ccc(NC(=O)COC(=O)CNC(=O)COc2ccccc2)cc1OC,-2%,-6%,-6%,5%,1,-3%,-12%,-3%,-3%
COc1ccc(OC(=O)N2CCOCC2)cc1,1%,-14%,-2%,-4%,-1,-3%,18%,17%,-7%

SMILES,Vif-APOBEC3F blk,USP1 inh,TrxR1 substrate,mIDH1 inhibitor,LDHA block,Glioma ERSR ind,RGS4 inhibitor,TrxR1 inh,Vif-A3G inh
CCOc1ccc(N2C(=O)CC(N(Cc3ccco3)C(=O)CCC(=O)O)C2=O)cc1 (stereo not drawn),?,-24%,6%,-3%,-8,-3%,10%,16%,4%
CCc1ccc(NC(=O)c2cnc3sc(N4CCCC4)nn3c2=O)cc1,8%,17%,1%[57.1 µM],-17%,-7,-3%,26%,5%[57.1 µM],2%
CCn1nc(C)cc1C(=O)N1CCCC(C(=O)c2ccc(Oc3ccccc3)cc2)C1 (stereo not drawn),-10%,-19%,-3%,9%,2,-5%,-41%,-6%,0%
COC(=O)c1ccc(C(=O)OC)c(NC(=O)C2CC2)c1,5%,-4%,14%,0%,-12,0%,-4%,-6%,1%
Cc1[nH]c(=O)[nH]c(=O)c1S(=O)(=O)N1CCN(c2cccc(Cl)c2)CC1,8%&-11%,-4%&-17%,5%&0%[57.1 µM],-6%&-16%,-6&-8,-3%&-1%,13%[11.4 µM],5%&29%[57.1 µM],-5%&-2%
CCOC(=O)c1ccccc1NC(=O)Cc1c(C(=O)O)c(C)cn1C,-7%,-9%,-4%[57.1 µM],12%,3,-5%,42%,4%[57.1 µM],3%
COc1ccc(Cl)cc1S(=O)(=O)NCc1ccncc1,3%,-5%,-5%,8%,1,-5%,6%,-17%,-4%
CCOC(=O)c1cc(NC(=O)Nc2ccccn2)c(C)nc1C,-27%,-1%,-4%,-10%,-3,3%,11%,-2%,-3%
